MT1-MMP act inh: blockers of MT1-MMP proenzyme processing, primary screen, HT1080 RFP-PRO-GFP cells, GFP/RFP fluorescence; Matrix metalloproteinase-14 (Homo sapiens), P50281; GFP/RFP ratio fluorescence, overnight; percent of plate control window, DMSO zero; GFP/RFP ratio change, % at 20 µM; actives 0.061% (n = 360,000);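 active = GFP/RFP ratio change of at least 30% with cell ATP level not reduced by more than half and red fluorescence within 50% of control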; note: strong numbers were not always called active
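Material: RFP-PRO-GFP reporter HT1080 cells. Dosing: single-point 20 µM compound, 1% DMSO. Controls: DMSO and RFP-L50D-GFP cell wells. Timing: cells overnight before dosing, compound overnight, 37 °C, 5% CO2. Measure: GFP/RFP fluorescence ratio.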
Neddylation inh: inhibitors of cullin neddylation, primary screen, biochemical, TR-FRET, uHTS, NAE and Ubc12. NEDD8-conjugating enzyme Ubc12 (Homo sapiens) + NEDD8-activating enzyme E1 regulatory …. actives 0.58% (n = 360,000). calls only at 25 µM; in the data active = inhibition above about 36%
Rin1-Abl PPI inh: inhibitors of Rin1-Abl protein binding, primary screen, biochemical, TR-FRET. actives 0.4% (n = 360,000). AID 588664, 2011. inhibition, % at 7.35 µM. Tyrosine-protein kinase ABL1 (Homo sapiens) + Ras and Rab interactor 1 (Homo sapiens), …; in the data active = inhibition above about 5%, passing the limit was not always enough
MsrA act: bovine MsrA enzyme activators, primary screen, biochemical, absorbance, HTS. actives 0.3% (n = 360,000). purified bovine MsrA, absorbance read-out. activation, % at 10.6 µM; in the data active = activation above about 7.5%;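 note: 0% = vehicle and 100% = reference activator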
FAS-TE inh: FAS thioesterase domain inhibitors, primary screen, biochemical, fluorescence intensity, uHTS | Fatty acid synthase (Homo sapiens), P49327 | recombinant FAS-TE, OMFH fluorogenic substrate, fluorescence endpoint | inhibition, % at 15 µM | actives 0.67% (n = 360,000) | AID 602261, 2012;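 active = compounds whose normalised, plate-corrected inhibition of enzyme fluorescence in the single-dose primary screen is 50% or more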;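 note: 0% = DMSO with enzyme and 100% = substrate without enzyme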
E coli Lon inh: inhibitors of E. coli Lon protease, primary screen, biochemical, fluorescence polarization; P0A9M0; purified E. coli Lon protease; inhibition, % at 7.94 µM; actives 0.42% (n = 360,000); in the data active = inhibition above about 13%, passing the limit was not always enough;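 note: 0% = enzyme with probe and DMSO and 100% = no enzyme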
MLLE-PAM2 inh: inhibitors of PABP1 MLLE–PAM2 peptide binding, primary screen, biochemical, fluorescence polarization, FITC-PAM2, GST-MLLE; inhibition, % at 20 µM; actives 0.36% (n = 360,000); AID 588489, 2011; in the data active = inhibition above about 35%, passing the limit was not always enough;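 note: plate controls were DMSO wells with GST-MLLE for no effect and wells lacking GST-MLLE protein for full effect; some results filed as inactive read as strong as hits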
CendR NRP1 mod: modulators of CendR peptide binding to NRP-1, primary screen, biochemical, fluorescence polarization, uHTS | Neuropilin-1 (Homo sapiens), O14786 | FAM-RPARPAR peptide binding to NRP-1 | inhibition, % at 25 µM | actives 0.85% (n = 360,000) | AID 602438, 2012;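 active = inhibition or corrected inhibition above about 18%, plus a signal ratio from 0.5 to 1.5, limit read from the data, passing the limit was not always enough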; note: strong numbers were not always called active
SKN-1 block: suppressors of acrylamide-induced Pgst-4::GFP reporter in worms, primary screen, SKN-1 inhibitor project, whole organism, uHTS, GFP/RFP fluorescence ratio, strain VP596 | inhibition, % at 21.8 µM | AID 624304, 2012 | actives 0.49% (n = 360,000) | C. elegans VP596 Pgst-4::GFP/RFP ratio, 24 h;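 active = interference check ratio from 0.5 to 1.5 plus GFP to RFP signal ratio inhibition reaching or exceeding a fixed threshold, cut at about 30% in these data, passing the limit was not always enough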; note: some compounds called inactive have numbers as strong as hits
* hit, by the source's call; i = inactive; x = not tested or not shown; + = active, no number.

SMILES	MT1-MMP act inh	Neddylation inh	Rin1-Abl PPI inh	MsrA act	FAS-TE inh	E coli Lon inh	MLLE-PAM2 inh	CendR NRP1 mod	SKN-1 block
COc1cnc(-c2ccccn2)nc1Oc1c(C)cccc1C	3	i	3	-2	-1	8	5	-12	9
Cc1cccc(C(=O)NC(NCc2ccco2)C(Cl)(Cl)Cl)c1 (centres undefined)	-1	i	1	0	7	-8	5	-18	-10
CCn1c(COc2ccc(C(C)C)cc2)nnc1SCC(=O)Nc1nccs1	11	i	-2	-10	-4	-2	-131	2	-5
O=C(CC1SC(N2CCCC2)=NC1=O)Nc1ccc(C(=O)Nc2ccccc2)cc1 (centres undefined)	3	i	4	5	-9	5	-2	2	11
O=C(NCC1CCCN1S(=O)(=O)c1cccs1)c1ccc(F)cc1 (centres undefined)	-2	i	2	-1	-4	3	-1	-3	-12
O=C(NCc1ccco1)c1ccc(Cn2c(=S)[nH]c3ccccc3c2=O)cc1	-6	i	3	-5	6	-10	-133	-6	11
O=C(O)C1CCCN1C(=O)OCc1ccccc1 (centres undefined)	-1	i	-3	-3	-6	5	-3	4	-1
Cc1ccccc1-c1nc(CS(=O)(=O)CC(=O)NC2CCCC2)c(C)o1	0	i	0	-2	0	6	-4	9	19
COc1ccccc1NC(=O)NNC(=O)c1ccc2ccccc2c1	-7	i	0	-4	0	-3	-11	9	-4
O=C(NN1C(=O)C2C3c4ccccc4C(c4ccccc43)[C@@H]2C1=O)c1ccccc1 (some centres undefined)	1	i	-1	-2	-12	-1	12	-4	-1
CCN1C(=O)N[C@@H](c2cccc(C(F)(F)F)c2)[C@H](C(=O)OC)[C@H]1C	5	i	3	-3	-7	-6	10	-6	-18
COc1ccc(C(=O)N2CCOCC2c2cc(C(=O)NCc3ccccc3)no2)cc1 (centres undefined)	-3	i	-1	-4	-10	2	-2	-6	8
Cc1ccc(OCC(=O)Nc2ccc(-c3nc4ncccc4o3)cc2)cc1	16	i	1	0	-8	6	-22	-3	-19
COc1cc(CC(=O)Nc2ccc(S(=O)(=O)Nc3ncccn3)cc2)cc(OC)c1OC	4	i	5	0	-5	0	-5	-12	-20
O=C(CSc1nccc(=O)[nH]1)Nc1ccc(F)c([N+](=O)[O-])c1	1	i	-3	-1	1	-7	11	2	14
COC(=O)c1c(N=CN(C)C)c(C#N)c2n1CCCC2	-5	i	-1	-1	-8	-5	6	-12	-18
O=C(Nn1c(-c2ccc(Br)cc2)nc2ccccc2c1=O)c1cccnc1	-2	i	-1	-2	-2	-6	5	12	12
CCCCCCCNC(=O)C1(CC2CC(c3ccccc3)=NO2)CCNCC1 (centres undefined)	-3	i	0	-5	1	-1	15	5	3
O=C(CN(Cc1ccccc1)C(=O)CCC(=O)Nc1ccccn1)NCc1ccco1	4	i	2	5	-3	-4	-3	1	-19
O=C(CCNS(=O)(=O)c1ccc(Br)s1)NCc1ccccc1	0	i	4	-5	-2	-8	-9	-7	19
COc1ccc(NC(=S)NCc2ccccn2)cc1OC	-2	i	0	-12	-6	7	-64	7	-4
O=C(C(=O)N(C1CCCCC1)C1CCCCC1)c1ccccc1	-3	i	x	x	x	x	x	12	5
CCc1nnc(NC(=O)C2CCCN(S(=O)(=O)c3ccc(OC)cc3)C2)s1 (centres undefined)	-3	i	7	-3	0	7	-3	-1	-3
COc1cc(OC)cc(C(=O)N2CCN(c3ccccn3)CC2)c1	1	i	2	-5	-5	7	-1	-6	-21
O=C(/C=C/c1ccc(Br)cc1)c1ccco1	0	i	0	-5	-5	1	-5	11	16

Pulled one by one from the list above, two records:
SMILES	MT1-MMP act inh	Neddylation inh	Rin1-Abl PPI inh	MsrA act	FAS-TE inh	E coli Lon inh	MLLE-PAM2 inh	CendR NRP1 mod	SKN-1 block
O=C(CSc1nccc(=O)[nH]1)Nc1ccc(F)c([N+](=O)[O-])c1	1	i	-3	-1	1	-7	11	2	14
CCn1c(COc2ccc(C(C)C)cc2)nnc1SCC(=O)Nc1nccs1	11	i	-2	-10	-4	-2	-131	2	-5

Going on with the list.
SMILES	MT1-MMP act inh	Neddylation inh	Rin1-Abl PPI inh	MsrA act	FAS-TE inh	E coli Lon inh	MLLE-PAM2 inh	CendR NRP1 mod	SKN-1 block
C=C(C)CNC(=S)NNC(=O)c1ccncc1	-2	i	3	0	-7	-4	11	13	-1
Cc1ccc(CS(=O)(=O)c2cn(CC(=O)N3CCOCC3)c3ccccc23)cc1	-1	i	2	-3	-3	-5	4	9	10
COC(=O)c1ccc(C(=O)OC)c(NC(=S)N2CC(C)CC(C)C2)c1 (centres undefined)	1	x	-1	-1	18	-13	-29	0	6
Cc1nn(C)c(C(=O)NCc2ccc(Cl)cc2)c1Cl	-5	i	1	-4	-2	-1	-5	2	1
CC(=O)N=C1SC2CS(=O)(=O)CC2N1c1c(Cl)cccc1Cl (centres undefined)	-1	i	-1	-2	-5	-1	-3	-1	26
CCCCn1c(N)c(Sc2ccc([N+](=O)[O-])cc2)c(=O)[nH]c1=O	5	i	1	-8	8	19	-6	0	-6
CCC(=O)N1CCN(c2ccc(NC(=O)c3ccc([N+](=O)[O-])o3)cc2)CC1	13	i	-3	-4	10	-10	-8	-6	-3
O=C(CN1CCN(c2ccc(Cl)cc2[N+](=O)[O-])CC1)N1CCOCC1	3	i	-6	0	-4	-1	7	-1	2
Cc1cc(C)c(C#N)c(SCc2nnc(-c3ccccc3)o2)n1	-2	i	0	-2	22	9	-6	6	5
O=C(Nc1cc(Cl)ccc1F)C1=COCCO1	5	i	-3	-1	-6	3	-13	0	27
Cc1oc(-c2ccc(-c3ccccc3)cc2)nc1CN1CCN(CC(=O)N(C)C)CC1	4	i	0	1	-7	-4	2	12	4
NC(Cc1c[nH]c2ccccc12)C(=O)NCc1ccccc1 (centres undefined)	3	i	1	-2	-5	-3	2	-8	-15
O=C(C1CC(=O)N(C2CCCCC2)C1)N1CCN(c2cccc(C(F)(F)F)c2)CC1 (centres undefined)	-2	i	2	-3	-5	-3	13	1	10
C[C@H](NC(=O)C1CC(=O)N(c2ccc3c(c2)OCO3)C1)C(=O)NC1CCCCC1 (some centres undefined)	-4	i	6	-3	-4	-14	1	10	8
CN1CCN(C(=O)c2cc(=O)c3cc(Cl)cc(Cl)c3o2)CC1	0	i	0	-3	-1	-1	9	3	-1
CC12CCC(=O)N1C(C(=O)NCCN1C(=O)S/C(=C\c3ccc(F)cc3)C1=O)CS2 (centres undefined)	-3	i	-5	0	1	-17	-13	3	-6
CCN(C(=O)CSc1nc2ccccc2n1CCc1ccccc1)C1CCS(=O)(=O)C1 (centres undefined)	0	i	0	-10	2	6	-118	-9	-13
CC(Oc1ccc(-c2nnco2)cc1)C(=O)N1CCOCC1 (centres undefined)	-6	i	2	-1	-7	-12	3	-1	-3
C[C@@H]1CCC[C@@]2(O[C@H](CCO)C[C@H](O)[C@H]2O)O1	x	i	-2	-13	-9	-9	-13	16	-5
CC(=O)c1ccc(NC(=O)COC(=O)CC2CC3CCC2C3)cc1 (centres undefined)	1	i	0	0	14	-4	-21	-9	-9
CC1(C)C2([N+](=O)[O-])CN(CCO)CC1([N+](=O)[O-])CN(CCO)C2	-3	i	2	-6	-8	2	-5	8	-6
O=C(c1cc(C2CCCCN2S(=O)(=O)c2ccccc2)on1)N1CCOCC1 (centres undefined)	-1	i	4	-6	-8	-16	-2	4	8
CC(C)C(NC(=O)OCc1ccccc1)C(=O)NCc1ccc(C(=O)O)cc1 (centres undefined)	5	i	-2	0	-10	-2	1	6	4
CC1Cn2c(nnc2-c2cc3ccccc3cc2O)S1 (centres undefined)	7	+	2	-6	-2	-3	-6	26*	-3
Cc1nnc(N2CCN(Cc3ccccc3)CC2)[nH]c1=O	5	i	0	-3	-3	-8	3	-5	4

By substructure, those above with an NH in an aromatic ring (5)
SMILES	MT1-MMP act inh	Neddylation inh	Rin1-Abl PPI inh	MsrA act	FAS-TE inh	E coli Lon inh	MLLE-PAM2 inh	CendR NRP1 mod	SKN-1 block
O=C(NCc1ccco1)c1ccc(Cn2c(=S)[nH]c3ccccc3c2=O)cc1	-6	i	3	-5	6	-10	-133	-6	11
O=C(CSc1nccc(=O)[nH]1)Nc1ccc(F)c([N+](=O)[O-])c1	1	i	-3	-1	1	-7	11	2	14
CCCCn1c(N)c(Sc2ccc([N+](=O)[O-])cc2)c(=O)[nH]c1=O	5	i	1	-8	8	19	-6	0	-6
NC(Cc1c[nH]c2ccccc12)C(=O)NCc1ccccc1 (centres undefined)	3	i	1	-2	-5	-3	2	-8	-15
Cc1nnc(N2CCN(Cc3ccccc3)CC2)[nH]c1=O	5	i	0	-3	-3	-8	3	-5	4

(continued)
SMILES	MT1-MMP act inh	Neddylation inh	Rin1-Abl PPI inh	MsrA act	FAS-TE inh	E coli Lon inh	MLLE-PAM2 inh	CendR NRP1 mod	SKN-1 block
COc1ccc(-n2cnc3cc(NCc4ccco4)ccc32)cc1	2	i	3	-1	-3	-4	-10	-8	14
COc1cccc(C(=O)/C=C/Nc2ccc(S(=O)(=O)Nc3cccc(C(C)=O)c3)cc2)c1	3	i	0	-5	25	-6	-23	-1	-4
CSc1ccc(CN2CCC(C)(Oc3cccc(Cl)c3)C2)cc1 (centres undefined)	9	i	-7	-5	10	-1	8	21	10
CCOc1ccc(C(=O)Nc2nnc(C)s2)cc1OCC	7	i	-2	0	-6	3	-3	-10	22
Cc1csc(NC(=O)Cc2c[nH]c3ccccc23)n1	-2	i	1	-4	-2	-3	-10	4	-1
Oc1cc(Cl)cc(Cl)c1Cl	-3	i	0	-9	-2	1	-7	-13	-4
COc1ccc(OC)c(N(CC(=O)Nc2cccnc2)S(=O)(=O)c2ccccc2)c1	-2	i	-1	-2	-2	15	-8	-3	0
O=c1[nH]nc(-c2ccc([N+](=O)[O-])o2)c(=O)[nH]1	-2	i	-2	-2	15	11	1	13	26
O=S(=O)(NCC(c1ccccc1)N1CCC(O)CC1)c1ccc(Cl)cc1 (centres undefined)	-2	i	-2	-2	-6	11	-5	6	12
Cc1ccc(-c2ccc(=O)n(CCC(=O)N3CCN(c4ccccc4)CC3)n2)cc1	5	i	3	-1	5	-7	-6	-3	10
NC(=O)c1ccccc1NC(=O)c1ccccc1F	2	i	0	-2	-5	-11	10	13	3
O=C1CCC(C(=O)OCC(=O)c2c[nH]c3ccccc23)=NN1	1	i	0	-2	-4	13	8	-1	-5
CCCc1cc2c(cc1NC(=O)c1ccccc1C)OCO2	0	i	1	-4	-2	-6	-1	10	-2
COC(=O)C1C(=O)/C(=C/N(C)C)C(=O)CC1(C)C (centres undefined)	3	i	4	-8	-3	1	-6	-7	-11
CCn1c(=O)cc(SCC(=O)N2CCN(c3ccccn3)CC2)c2ccccc21	6	i	-77	-4	8	1	17	-9	1
CCCC(C)C(=O)Nc1ccc(NC(C)=O)cc1 (centres undefined)	2	i	1	-5	-7	-5	-4	-20	-17
Cc1cccc(-c2cc(C(=O)N/N=C/c3cccnc3)c3ccccc3n2)c1	0	i	-3	-6	9	2	-7	10	4
CSc1ccc(-c2cccc3nncn23)cc1	4	x	-8	-5	-15	2	7	5	6
Cc1ccc(C)c(-n2c(-c3csc(C)c3C)n[nH]c2=S)c1	-7	i	-2	1	-3	3	6	10	2
Cc1cc2cc(C(c3nnnn3C3CCCC3)N(Cc3cccnc3)Cc3ccco3)c(=O)[nH]c2cc1C (centres undefined)	-4	i	1	-4	16	5	7	1	16

High-throughput results deposited in PubChem by several laboratories.
